Compound activity as filed in PubChem BioAssay.
beta cell repl: induces beta-cell replication in MIN6 cells; proliferation, % at 10 µM; 0.29% of 330,000 active; MIN6 cells proliferation, ATPlite luminescence, 48 h; cells starved in 0.2% serum; 100% = growth in 10% serum; AID 2380;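 active = compounds whose signal lies at least 3.5 SD above the mean of all wells on their plate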;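 note: 0% = DMSO-treated cells in low-serum medium and 100% = 10% serum control; some compounds called inactive have numbers as strong as hits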
APOBEC3G inh: APOBEC3G (human) deaminase inhibition; recombinant A3G, ssDNA deamination FAM/TAMRA fluorescence; inhibition, % at 20 µM; 0.28% of 330,000 active; AID 493012;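 active = inhibition of at least 40% at 20 µM, with no more than 30% in the related APOBEC3A deaminase screen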;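 note: plate controls were DMSO wells with A3G for no effect and wells lacking A3G enzyme for full effect; some compounds called inactive have numbers as strong as hits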
Target sequence (Q9HC16 whole entry, looked up): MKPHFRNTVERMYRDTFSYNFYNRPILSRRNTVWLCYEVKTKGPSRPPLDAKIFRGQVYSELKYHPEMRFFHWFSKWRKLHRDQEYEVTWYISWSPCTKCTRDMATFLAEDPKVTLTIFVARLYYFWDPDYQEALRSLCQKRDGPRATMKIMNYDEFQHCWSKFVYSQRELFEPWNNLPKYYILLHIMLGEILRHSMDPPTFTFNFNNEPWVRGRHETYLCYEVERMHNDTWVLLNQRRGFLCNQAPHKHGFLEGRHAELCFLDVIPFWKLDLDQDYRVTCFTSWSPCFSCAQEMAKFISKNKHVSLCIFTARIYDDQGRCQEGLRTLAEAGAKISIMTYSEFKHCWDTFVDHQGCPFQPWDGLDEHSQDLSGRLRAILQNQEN
mIAP activ: increases mouse intestinal alkaline phosphatase activity; 0.24% of 330,000 active; activation factor at 10 µM; muIAP, CDP-Star luminescence, 30 min; hits give high values; 1 = vehicle-only enzyme signal, 0 = enzyme-free wells;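 active = activation factor of at least 2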; note: the source names both 10 and 20 µM as test concentration; values of inactives mirror those of a sister screen read the other way
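Assay system: mouse IAP enzyme; Reagent: CDP-Star chemiluminescent phosphatase substrate; Compound: DMSO-dissolved test compounds; Incubation: 30 min, room temperature; Technique: luminescence from enzymatic CDP-Star hydrolysis; Controls: DMSO-only wells and no-enzyme negative control.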
hIAP activ: human IAP activation; 0.16% of 330,000 active; purified human IAP, CDP-Star luminescence, 30 min; hits give high values; 1 = vehicle-only enzyme, 0 = enzyme-free background; activation factor at 10 µM; P09923;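 active = activation factor of the enzyme at least 2-fold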; note: the source names both 10 and 20 µM as test concentration; values of inactives mirror those of a sister screen read the other way
APOBEC3A inh: inhibitors of human APOBEC3A DNA deaminase. recombinant A3A, FAM/TAMRA ssDNA deamination fluorescence. inhibition, % at 20 µM. 0.41% of 330,000 active;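 active = at least 40% inhibition at 20 µM here, with at most 30% in a related deaminase screen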;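 note: plate controls were A3A with DMSO for no effect and wells lacking A3A enzyme for full effect; some results filed as inactive read as strong as hits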
Target sequence (P31941 whole entry, looked up): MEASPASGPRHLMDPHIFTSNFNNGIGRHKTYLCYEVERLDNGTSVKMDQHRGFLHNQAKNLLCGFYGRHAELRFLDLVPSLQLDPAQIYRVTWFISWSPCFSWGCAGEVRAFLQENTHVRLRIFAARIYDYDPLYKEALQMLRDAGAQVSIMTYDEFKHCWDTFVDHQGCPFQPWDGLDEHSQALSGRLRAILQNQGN
hIAP block: blocks human intestinal alkaline phosphatase. P09923. purified IAP, CDP-Star luminescence, 30 min. inhibition, % at 10 µM. 0.12% of 330,000 active. AID 2544;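 active = inhibition reaching a set limit with compound at 10 µM in the primary screen, cut at about 35% in these data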;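 note: plate controls were DMSO wells with enzyme for no effect and no-enzyme buffer wells for full effect; values of inactives mirror those of a sister screen read the other way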
NLRP3 yeast inh: blocks the NALP3 inflammasome reconstituted in yeast; Yeast reconstituted NLRP3/ASC/caspase-1, beta-gal luminescence, 24 h; AID 2825; inhibition, % at 10 µM; 0.39% of 330,000 active;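 active = inhibition of 50% or more; inactive = inhibition below 50%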;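 note: plate controls were induced DMSO wells for no effect and uninduced yeast grown without galactose for full effect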
SENP1 FRET inh: SENP1 (human) catalytic domain inhibition; Q9P0U3; recombinant SENP1 catalytic domain, CyPet-SUMO1-YPet FRET cleavage; inhibition, % at 10 µM; 0.21% of 360,000 active;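 active = inhibition at least 30% at 10 µM, raw YFP signal under a set limit, fluorescence ratio 0.5 to 1.5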;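 note: 0% = enzyme with DMSO and 100% = no enzyme wells; some results filed as inactive read as strong as hits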
Target sequence (Q9P0U3 419-644 limits assumed): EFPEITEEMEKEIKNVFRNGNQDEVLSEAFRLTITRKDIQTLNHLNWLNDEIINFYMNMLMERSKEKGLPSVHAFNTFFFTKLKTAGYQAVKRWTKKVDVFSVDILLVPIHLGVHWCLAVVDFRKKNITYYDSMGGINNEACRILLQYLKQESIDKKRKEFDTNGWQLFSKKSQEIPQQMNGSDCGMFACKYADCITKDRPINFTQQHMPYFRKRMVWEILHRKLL
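Controls: no-enzyme wells low, DMSO-plus-enzyme wells high control. Test system: human recombinant His6-tagged SENP1 catalytic domain enzyme. Reagent: SFCypet-SUMO1-SFYpet FRET protein substrate, 25 nM final. Doses: one dose per compound, 10 µM, 0.5% DMSO. Detection: FRET, CFP and YFP emission. Timing: 50 min reaction at room temperature.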
mIAP inh: blocks mouse intestinal alkaline phosphatase | inhibition, % at 10 µM | 0.2% of 330,000 active | purified mouse IAP, CDP-Star luminescence, 30 min;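 active = inhibition of at least 40% at 10 µM in the primary screen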;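 note: plate controls were DMSO with enzyme for no effect and no enzyme wells for full effect; values of inactives mirror those of a sister screen read the other way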
Active calls of the source: *; & = joins results of further samples. This is a subset, so the mix of outcomes need not match the whole.

SMILES | beta cell repl | APOBEC3G inh | mIAP activ | hIAP activ | APOBEC3A inh | hIAP block | NLRP3 yeast inh | SENP1 FRET inh | mIAP inh
Cc1ccc(S(=O)(=O)N(Cc2ccccc2)c2ccccn2)cc1[N+](=O)[O-] | -5 | 1 | 1 | 1.2 | 2 | -17 | 18 | 1 | -3
CCn1c(COc2ccc3c(c2)OCO3)nnc1SCC(=O)c1ccccc1 | -1 | -1 | 0.95 | 1 | -1 | -5 | 11 | 3 | 4
COC(=O)N/N=C(\C)c1ccc(-n2ccnc2)cc1 | -4 | 3 | 0.98 | 1 | 4 | -2 | -5 | 0 | 2
COc1cc(OC)c(C(=O)Nc2ccc(C(=O)c3ccccc3)cc2)cc1OC | -4 | -8 | 0.99 | 0.96 | -5 | 4 | 15 | 0 | 1
Cc1cccc(N(C(=O)CCC(=O)Nc2cc(C)on2)C(C(=O)NC2CCCC2)c2ccccc2)c1 (configuration not stated) | 0 | -10 | 0.88 | 0.95 | -2 | 5 | 19 | 0 | 12
C=CCNC(=O)c1cccn1-c1ccsc1C(=O)OC | -2 | 1 | 0.94 | 1.3 | 3 | -32 | 13 | -1 | 6
CC[C@@H](CCC=C(C)C)C(=O)N(Cc1ccccc1)c1ccccc1 | -7 | -1 | 0.97 | 0.95 | -1 | 5 | 11 | -1 | 3
CCOC(=O)c1ccc(NC(=S)NCCC2=CCCCC2)cc1 | -5 | -6 | 2.6* | 1.1 | 0 | -12 | 27 | 1 | -162
CCCCCCCCCCCCCCCC[n+]1cccc2ccccc21 | -3 | 44 | 0.61 | 1.1 | 62 | -5 | 73* | 2 | 39
O=[N+]([O-])c1cccnc1N1CCN(c2ccc(F)cc2)CC1 | -1 | -5 | 0.98 | 0.84 | 0 | 16 | 17 | 0 | 2
Cc1c(NC(=O)c2ccc(S(=O)(=O)N3CC(C)OC(C)C3)cc2)c(=O)n(-c2ccccc2)n1C (configuration not stated) | 3 | -8 | 0.97 | 1.3 | -3 | -32 | 6 | -1 | 2
COCCNC(=S)c1ccc(Br)cc1 | -1 | 8 | 0.9 | 0.83 | -2 | 17 | -17 | 2 | 10
O=C(Nc1ccccc1)c1cc2ccccc2o1 | -3 | 2 | 1 | 1 | 4 | -3 | 52* | 0 | -4
COc1ccc(Cn2c(=O)[nH]c3cc(C(=O)NCCCN4CCCCC4)ccc3c2=O)cc1 | -4 | -1 | 1.1 | 1.2 | 2 | -20 | 15 | -3 | -6
Cc1cc(C(=O)N/N=C/c2cc(Br)cc(Br)c2OC(=O)c2cccc(F)c2)n[nH]1 | -5 | -9 | 0.93 | 1.1 | -6 | -13 | 10 | -28 | 7
Cc1cc(CSc2ccccc2)ccc1NC(=O)c1ccc(CN2CCOCC2)cc1 | -3 | -6 | 1 | 1.1 | 1 | -8 | 23 | 2 | -4
Cc1ccc(NC(=S)Nc2c(C)n(C)n(-c3ccccc3)c2=O)cc1Cl | 2 | -5 | 0.98 | 1 | 2 | -2 | 10 | 4 | 2
COC(=O)c1ccc(C2C(C#N)=C(N)Oc3cc(O)ccc32)cc1 (configuration not stated) | 1 | -10 | 1.1 | 1 | -3 | -1 | 18 | 2 | -5
COc1ccc(C(=O)N2CC3(C)C4CCC3(C)C2(C#N)C4)cc1OC (configuration not stated) | -1 | -8 | 0.99 | 1.1 | -3 | -5 | -2 | 0 | 1
CCc1nnc(NC(=O)CSc2nccn2-c2cc(C)cc(C)c2)s1 | 0 | -3 | 0.92 | 0.83 | -5 | 17 | 4 | -1 | 8
CS(=O)(=O)N(Cc1ccc(Cl)cc1)c1ccc(C(=O)NCCSCc2ccco2)cc1 | -5 | -6 | 0.91 | 0.96 | 0 | 4 | -4 | 1 | 9
Cc1ccc(S(=O)(=O)Nc2ccc3oc(=O)sc3c2)c(C)c1 | -5 | -4 | 0.82 | 0.78 | 4 | 22 | 8 | 4 | 18
Cc1ccc(NC(=O)CN2CCCN(S(=O)(=O)c3ccc(Br)s3)CC2)cc1 | -3 | -1 | 0.95 | 0.95 | 0 | 5 | 7 | 1 | 5
COc1ccc(C(=O)NC(=S)Nc2ccc3[nH]c(=O)[nH]c3c2)cc1 | 1 | -7 | 0.96 | 1.1 | -3 | -6 | 18 | -1 | 4
O=C(O)C1CCCCC1C(=O)Nc1cccc(C(=O)N2CCCCC2)c1 (configuration not stated) | -2 | 7 | 1 | 0.99 | -2 | 1 | 12 | 3 | -3

The results go on.
SMILES | beta cell repl | APOBEC3G inh | mIAP activ | hIAP activ | APOBEC3A inh | hIAP block | NLRP3 yeast inh | SENP1 FRET inh | mIAP inh
Cc1ccn2c(=O)nc(SCC(=O)Nc3cc(C)on3)nc2c1 | -4 | -8 | 1 | 1.1 | -2 | -5 | -6 | -36 | -4
O=[N+]([O-])c1ccccc1NCc1ccccc1Cl | -2 | -4 | 0.9 | 0.76 | 2 | 24 | 1 | 4 | 10
CCc1c(C)nc(SCC(=O)Nc2cccc(Br)c2)[nH]c1=O | -2 | -1 | 0.96 | 1 | -8 | -3 | -2 | 1 | 4
COc1cc(SC)ccc1C(=O)NCCOc1ccccc1Cl | 3 | -1 | 0.92 | 0.9 | 0 | 10 | 31 | 0 | 8
CCOc1ccccc1NC(=O)C(=O)CC(=O)c1ccc(OC)cc1 | 3 | -1 | 1 | 1 | 5 | -4 | 10 | -4 | 0
O=[N+]([O-])c1ccc(-c2n(-c3ccccn3)c3ccccc3[n+]2-c2ccccn2)cc1 | 3 | -3 | 1.1 | 1.2 | -1 | -17 | 2 | 3 | -11
COc1ccc(S(=O)(=O)N2CCOC23CCN(S(=O)(=O)c2cc(F)ccc2F)CC3)cc1 | 0 | -8 | 0.92 | 0.94 | -2 | 6 | 35 | -1 | 8
N#CC(C(=O)NCc1ccccc1)c1nc2ccccc2nc1N1CCCC1 (configuration not stated) | -3 | -9 | 0.87 | 0.96 | -11 | 4 | 29 | 10 | 13
COc1ccc(CCN=C(N)C(C)c2ccccc2)cc1OC (configuration not stated) | 2 | -3 | 0.98 | 1 | -1 | -1 | 4 | -1 | 2
C=CCOc1cccc(C2C(C(=O)c3ccc(C)o3)=C(O)C(=O)N2c2nnc(C)s2)c1 (configuration not stated) | -1 | -3 | 1.1 | 1 | 2 | -2 | 12 | 24 | -6
Cc1ccc(C(=O)COC(=O)c2cc(Cl)ccc2O)cc1[N+](=O)[O-] | -6 | -8 | 1 | 1.1 | -5 | -13 | 5 | 1 | -1
CC(C)(CNC(=O)c1ccc(Br)o1)CNC(=O)c1ccc(Br)o1 | 0 | -2 | 0.94 | 1.1 | 6 | -6 | 12 | -1 | 6
CC(C)OP(=O)(c1ccc(N(C)C)cc1)C(O)c1ccncc1 (configuration not stated) | 0 | -6 | 0.81 | 0.9 | -3 | 10 | 8 | 1 | 20
CC(C)Cn1cnc2c1c(=O)n(CC(=O)NN)c(=O)n2Cc1ccccc1 | -4 | -8 | 1 | 0.96 | -1 | 4 | 26 | 2 | 0
CC(C)c1nc(C(=O)N2CCCC(CCC(=O)N(C)CCc3ccccn3)C2)cs1 (configuration not stated) | -2 | -6 | 0.99 | 1 | -1 | 0 | 1 | 2 | 0
CC(c1ccccc1)N1CC(C(=O)N2CCCC(C(N)=O)C2)CC1=O (configuration not stated) | 5 | -7 | 1 | 0.98 | -5 | 2 | 13 | 2 | -4
CN1CCN(CC(=O)Nc2ccccc2[N+](=O)[O-])CC1 | -4 | -10 | 1.1 | 1 | -4 | -4 | 15 | 1 | -9
COc1ccc(CCNC(=O)CCn2c(SCC(=O)N3CCCC3)nc3ccccc3c2=O)cc1OC | 2 | -5 | 1.1 | 1.1 | -1 | -15 | 3 | 1 | -5
Cn1c(=O)c(C(=O)c2ccccc2)nc2ccccc21 | -1 | 1 | 1.1 | 1.2 | 3 | -23 | 9 | 1 | -6
O=C1CCC(C(=O)NCCCn2ccnc2)N1 (configuration not stated) | 0 | -4 | 1 | 1.1 | -2 | -7 | -9 | 0 | -2
Cc1cc(=O)[nH]c(SCC(=O)N2c3ccccc3CC2C)n1 (configuration not stated) | 3 | 5 | 1 | 0.94 | 5 | 6 | 21 | 3 | -5
OC(c1nc2ccccc2[nH]1)C(O)c1nc2ccccc2[nH]1 (configuration not stated) | -3 | 0 | 1 | 2.5* | 1 | -146 | 17 | 0 | 0
CC1(c2ccccc2)CC(C)(C)N2C(=O)Cc3cccc1c32 (configuration not stated) | -2 | -4 | 0.93 | 0.88 | 4 | 12 | 11 | 0 | 7
CC(C)CNC(=O)COc1ccc(Sc2ccc(OCC(=O)NCC(C)C)cc2)cc1 | 0 | -5 | 1 | 0.95 | 5 | 5 | 11 | 2 | -2
CCOC(=O)[C@H]1[C@H]2COc3ccc(Br)cc3[C@@H]2N2C(=O)CN(Cc3ccc(C)cc3)C(=O)[C@@]12C | -6 | -10 | 0.97 | 0.93 | -1 | 7 | 26 | 1 | 3

Compounds shown so far that have a thiophene ring, fused or not:
SMILES | beta cell repl | APOBEC3G inh | mIAP activ | hIAP activ | APOBEC3A inh | hIAP block | NLRP3 yeast inh | SENP1 FRET inh | mIAP inh
C=CCNC(=O)c1cccn1-c1ccsc1C(=O)OC | -2 | 1 | 0.94 | 1.3 | 3 | -32 | 13 | -1 | 6
Cc1ccc(NC(=O)CN2CCCN(S(=O)(=O)c3ccc(Br)s3)CC2)cc1 | -3 | -1 | 0.95 | 0.95 | 0 | 5 | 7 | 1 | 5

Next entries.
SMILES | beta cell repl | APOBEC3G inh | mIAP activ | hIAP activ | APOBEC3A inh | hIAP block | NLRP3 yeast inh | SENP1 FRET inh | mIAP inh
CCOc1ccc(CCNC(=O)C2CCN(c3nn4c(=O)cc(C)nc4s3)CC2)cc1OCC | 1 | -4 | 0.94 | 1 | 1 | -3 | 5 | 0 | 6
CC12CCC(C(=O)O)(C/C1=N\O)C2(C)C (configuration not stated) | 0&-2 | -4&0 | 0.98&0.94 | 0.98&1 | -1&4 | 2&0 | 10&-1 | 0&2 | 2&6
CC1Oc2ccccc2N(CC(=O)NCCCN2CCOCC2)C1=O (configuration not stated) | 0 | -11 | 0.96 | 1 | -5 | 0 | 0 | 1 | 4
O=C(CCNC(=O)N1CC(=O)Nc2ccccc21)Nc1ccc(Cl)cc1 | -4 | -2 | 1.1 | 1.2 | 2 | -21 | 11 | 3 | -9
CC1(C(=O)Nc2cccc(-n3cnnn3)c2)Cc2ccccc2C(=O)O1 (configuration not stated) | -5 | -8 | 1.1 | 1.2 | -1 | -15 | -1 | -1 | -8
CCC(C)(C)n1nnnc1CN1CCN(C(c2ccccc2)c2ccccc2)CC1 | -5 | -7 | 0.94 | 1.1 | -3 | -7 | 16 | 0 | 6
C=CCNC(=S)NCc1ccc(CNC(=S)NCC=C)cc1 | -4 | -6 | 1.2 | 1 | -12 | 0 | 6 | -1 | -20
O=C(O)c1ccc2c3c(cccc13)C(=O)N(c1ccccc1)C2=O | -1 | 26 | 0.96 | 0.96 | 63* | 4 | 20 | -6 | 4
Cc1ccc2occ(/C=N/NC(=O)c3ccccc3C)c(=O)c2c1 | -7 | -1 | 0.94 | 0.87 | 1 | 13 | 21 | -1 | 6
CCN(C(=O)COC(=O)CCOc1ccccc1)c1c(N)n(Cc2ccccc2)c(=O)[nH]c1=O | 4 | -7 | 1 | 0.8 | -4 | 20 | 4 | 2 | 0
